# FEN1 inhibitor = human FEN1 inhibition; Recombinant FEN1 flap cleavage, fluorescence, 15 min; Potency, µM (highest dose often 114 µM), inactives show at the highest dose activity change, negative = inhibition, most hits filed as inhibitors; 390,000 tested, 0.35% active; AID 588795; further: nearly all actives have a fitted effect of over 65% in size
# Target sequence (P39748 whole entry, looked up): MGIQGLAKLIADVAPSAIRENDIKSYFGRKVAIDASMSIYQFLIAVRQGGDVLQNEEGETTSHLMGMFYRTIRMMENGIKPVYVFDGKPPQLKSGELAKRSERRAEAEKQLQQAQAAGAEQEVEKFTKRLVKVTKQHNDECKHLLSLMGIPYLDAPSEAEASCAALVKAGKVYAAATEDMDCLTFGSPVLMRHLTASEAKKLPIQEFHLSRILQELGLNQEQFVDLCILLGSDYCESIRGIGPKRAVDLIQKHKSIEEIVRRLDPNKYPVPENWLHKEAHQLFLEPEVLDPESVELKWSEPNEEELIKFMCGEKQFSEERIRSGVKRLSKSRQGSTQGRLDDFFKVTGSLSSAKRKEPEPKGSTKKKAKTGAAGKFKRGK
#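 Nuclease activity of 10 nM FEN1 was measured after 15 min of room-temperature exposure to titrated compounds, by adding 50 nM flap substrate and reading plates at 0 and 15 min.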
# N370S GC mod = inhibitors or activators of N370S glucocerebrosidase for Gaucher disease; P04062; N370S GC spleen homogenate, 4MU-glucoside fluorescence; Potency, µM (titrated, usually from 59.4 µM), for the others: at the top dose activity change, negative = inhibition, actives largely listed as inhibitors; 330,000 tested, 0.092% active; AID 2101;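 further: 0% = full enzyme activity and -100% = no enzyme basal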
# TDP1 block = blocks human tyrosyl-DNA phosphodiesterase 1; recombinant TDP1, AlphaScreen DNA substrate cleavage; Potency, µM (top dose mostly 130 µM), for the others: at the top dose activity change, negative = inhibition, usual class: inhibitors; AID 485290; Q9NUW8; 350,000 tested, 0.28% active; further: nearly all actives have a fitted effect of over 40% in size
# Target sequence (Q9NUW8 whole entry, looked up): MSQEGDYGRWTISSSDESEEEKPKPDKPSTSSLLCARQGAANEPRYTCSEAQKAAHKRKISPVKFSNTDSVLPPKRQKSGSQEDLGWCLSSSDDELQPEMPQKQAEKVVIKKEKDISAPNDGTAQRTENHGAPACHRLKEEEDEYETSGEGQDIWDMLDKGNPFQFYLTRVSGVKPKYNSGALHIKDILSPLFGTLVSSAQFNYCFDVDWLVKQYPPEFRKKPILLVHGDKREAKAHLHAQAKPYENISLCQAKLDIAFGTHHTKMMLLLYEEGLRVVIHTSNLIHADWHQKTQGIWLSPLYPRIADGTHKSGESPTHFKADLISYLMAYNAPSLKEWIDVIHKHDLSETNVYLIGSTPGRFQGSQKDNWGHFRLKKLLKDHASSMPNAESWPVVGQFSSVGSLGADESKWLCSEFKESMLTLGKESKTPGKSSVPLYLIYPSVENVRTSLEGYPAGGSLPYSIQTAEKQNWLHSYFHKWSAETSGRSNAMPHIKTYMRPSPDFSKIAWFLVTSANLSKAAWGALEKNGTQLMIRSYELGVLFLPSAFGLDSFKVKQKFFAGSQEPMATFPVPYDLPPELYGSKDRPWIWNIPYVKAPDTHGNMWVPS
#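 Tdp1 1 nM final; 15 min RT w/ cpd; substrate 15 nM, 5 min; beads 10 ug/ml, 10 min; AlphaScreen read. Neg ctrl: no enzyme.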
# Numbers without * were called inactive; ? = inconclusive; . = no result given; & = joins results of further samples; [ ] = another dose, or the depositor's remark. The call rests on the fitted dose curve; in most records, active means well fitted curve in the direction sought with a large enough effect; inconclusive means small, poorly fitted or top-dose-only effect, or another doubt; inactive means no such curve, though single readings can be large; an effect the other way counts as inactive or inconclusive. Unless noted, on the % scale 0 is the no-effect control and ±100 the full control effect; potency means the concentration at half of the fitted maximal effect.
SMILES,FEN1 inhibitor,N370S GC mod,TDP1 block
O=C1c2ccccc2/C(=C\c2ccc3[nH]ccc3c2)N1c1ccccc1,-14%,.,3%
O=C(NCCCn1ccnc1)C1CCCN(S(=O)(=O)c2cc(Cl)ccc2Cl)C1 (stereo not given),4%,-17%,9%
CC(=O)c1c(C)nc(-c2ccc(OCC(=O)Nc3cccc(C)c3C)cc2)n1O,-6%,-4%,4%
COc1ccc(C(=O)CSc2nc3nc(C)cc(C)n3n2)cc1OC,8%,-3%,11%
CC(C)(C)OC(=O)NCCCC1=CC2=CC(=O)C(C)(OC(=O)CCc3ccccc3)C(=O)C2=CO1 (stereo not given),.,-18%&-16%,4%&4%
CC(=O)c1c(N2CCN(C)CC2)nc(=S)n(Cc2ccccc2)c1C,2%,-7%,-1%
Cc1ccc(S(=O)(=O)Nc2ccc(-c3ccc(N4CCCCCC4)nn3)cc2)c(C)c1,-7%,.,3%
O=C(C[C@H]1C[C@H](C(=O)N2CCOCC2)[C@@]2(CCC3CCCC3)c3[nH]c4ccc(Cl)cc4c3CCN2C1=O)NCC12CC3CC(CC(C3)C1)C2,-17%,.,2%[56.1 µM]
COc1ccc(C(CC(=O)NCCCN2CCOCC2)NS(=O)(=O)c2ccc(C)cc2)cc1 (stereo not given),-3%,-14%,4%
O=C(Oc1ccccc1)c1c(Cl)cccc1P(=O)(O)O,-1%,-19%,4%
CCC1Sc2ccc(S(=O)(=O)CCC(=O)Nc3ccc(NC(C)=O)cc3)cc2NC1=O (stereo not given),-12%,?,-10%
FC(F)(F)c1ccc(CSc2nccn2-c2ccccc2)cc1,-16%,15%,5%
CN(CCCC(=O)NCCc1ccccc1)S(=O)(=O)c1ccc([N+](=O)[O-])cc1,-2%,-14%,4%
Cc1nc(N2CCOCC2)c2nc(-c3ccccc3)n(C(C)CN(C)C)c2n1 (stereo not given),.,-3%,4%
Cn1c(=O)c2c(-c3ccccc3)n3c(c2n(C)c1=O)C(c1ccc([N+](=O)[O-])cc1)Nc1ccccc1-3 (stereo not given),-2%,.,3%
O=C(COc1ccccc1/C=C\c1[nH]c(=O)[nH]c(=O)c1[N+](=O)[O-])Nc1ccccc1,-14%,-13%,0%
COc1ccccc1OCc1nnc(SCCN2CCOCC2)o1,-4%,5%,-7%
Cc1ccc(S(=O)(=O)C(CCC(=O)N2CCOCC2)S(=O)(=O)c2ccc(C)cc2)cc1,-15%,8%[2.35 µM],3%
Cc1nc2scc(-c3ccccc3)c2c(=O)o1,6%,8%,-3%
CCNC(=O)COc1cccc(C(=O)NCc2ccccc2)c1,9%,4%,8%
Cc1ccc(NC(=O)CCNC(=O)Cn2ccc3ccccc3c2=O)cc1F,-5%,-6%,1%
COc1cc(NC(=O)c2ccc(-c3ccc(Br)cc3)o2)ccc1NC(=O)C(C)C,1%,3%,0%
CN(Cc1ccccc1)C(=O)COC(=O)c1ccccc1NS(=O)(=O)c1cccc(N)c1,2%,8%,3%
C=CC[C@H](CC(=O)N(CCO)Cc1ccccc1)C(=O)N[C@@H](COC(=O)[C@H](CC=C)CC(=O)OC(C)(C)C)Cc1c[nH]c2ccccc12,-27%,.,2%
COc1ccc(-c2nnc(SCC(=O)NCc3cccs3)n2C(C)C)cc1,7%,17%,2%

# Some of these compounds in order of their number in TDP1 block, low to high.
SMILES,FEN1 inhibitor,N370S GC mod,TDP1 block
COc1ccc(-c2nnc(SCC(=O)NCc3cccs3)n2C(C)C)cc1,7%,17%,2%
Cc1nc(N2CCOCC2)c2nc(-c3ccccc3)n(C(C)CN(C)C)c2n1 (stereo not given),.,-3%,4%
O=C(NCCCn1ccnc1)C1CCCN(S(=O)(=O)c2cc(Cl)ccc2Cl)C1 (stereo not given),4%,-17%,9%

# Remaining list, next part:
SMILES,FEN1 inhibitor,N370S GC mod,TDP1 block
S=C(c1ccccc1)N1CCN(C(=S)c2ccccc2)CC1,7%,0%,-3%
COc1ccccc1-c1nnc(SCC(=O)Nc2ccc(S(N)(=O)=O)cc2)n1C,2%,0%,5%
Cc1cccc(NS(=O)(=O)c2cccc(C(=O)N3CCN(c4ccccn4)CC3)c2)c1,7%,-10%,2%
Cc1ccnc2nc(C(=O)OCC(=O)Nc3ccccc3C(C)(C)C)nn12,3%,8%,-5%
Cc1nc2ccccn2c1/C(O)=C1\C(=O)C(=O)N(CCN(C)C)C1c1ccco1 (stereo not given),-8%,6%,-3%
O=C(CC1=NCCNC(c2ccccc2)C1)c1ccccc1O (stereo not given),-10%,-10%,-2%
Cc1cccc(OC(C)C(=O)N(Cc2cccs2)C2CCS(=O)(=O)C2)c1C (stereo not given),-9%,-11%,2%
Cc1ccnc(NC(=O)CCC(=O)N(CC(=O)NC2CCCCC2)c2cccc(C)c2C)c1,3%,5%,7%
Cc1ccc(/C=C2\SC(=S)N(CCCC(=O)Nc3cc(C)on3)C2=O)cc1,-15%,-6%,2%[56.1 µM]
Nn1c(SCC(=O)Nc2ccc(S(N)(=O)=O)cc2)nnc1C(F)(F)F,6%,0%,1%
Cc1ccc(S(=O)(=O)N2CCN(S(=O)(=O)c3c(C)n[nH]c3C)CC2)cc1C,12%,.,-4%
Cc1cc(C)n(C(=O)c2cccc([N+](=O)[O-])c2C)n1,0%,-4%,5%
CC(C)c1ccc(O)c(NC(=S)NC(=O)c2cccnc2)c1,-2%,10%,.
C[C@@H]1[C@H]2CCCC[C@H]2CN(C(=O)OC(C)(C)C)[C@@H]1c1cn(Cc2ccccc2)c2ccc(F)cc12,-6%,.,0%[56.1 µM]
CN(C)c1ccc(/C=N/NC(=O)c2ccc(CN3CCOCC3)cc2)cc1Br,-1%,-9%,4%
COc1cccc(-c2noc(CCC(=O)N3CCN(c4cc(C)ccc4C)CC3)n2)c1,-22%,.,0%[56.1 µM]
CCCCCCNC(=O)N[C@H](C(=O)NCCC[C@H]1CN2C(=NC[C@H]2C)N1CCC(c1ccccc1)c1ccccc1)C(C)O (stereo not given in full),.,-18%,4%
O=C1CCN(Cc2ccccc2)C(=O)N1c1ccccc1,-16%,4%,-4%
O=C(N/N=C/c1ccc(Cl)cc1Cl)c1n[nH]c2c1CCCC2,2%,4%,5%
CC1(C)CC2(CC(c3cccs3)c3cc(Cl)c(O)cc3O2)NC(=S)N1 (stereo not given),2%,-16%,8%
COc1ccc(NC(=O)COc2ccccc2)cc1NC(=O)c1ccco1,8%,2%,.
O=C(N1CCOCC1)N(CCN1CCOCC1)Cc1cccc(Cl)c1,2%,-17%,3%
CC(C)NC(=O)CC(=O)NN=C1CCCCC1,-2%,-3%,6%
COc1ccc(S(=O)(=O)N/N=C(/C)c2ccncc2)cc1OC,-12%,-7%,7%[56.1 µM]
COc1ccc(-c2ccnc3nc(-n4cccc4)nn23)cc1,0%,12%,-4%

# Fetched one by one from the list above:
SMILES,FEN1 inhibitor,N370S GC mod,TDP1 block
COc1ccccc1-c1nnc(SCC(=O)Nc2ccc(S(N)(=O)=O)cc2)n1C,2%,0%,5%
CC1(C)CC2(CC(c3cccs3)c3cc(Cl)c(O)cc3O2)NC(=S)N1 (stereo not given),2%,-16%,8%
COc1ccc(-c2ccnc3nc(-n4cccc4)nn23)cc1,0%,12%,-4%
CCCCCCNC(=O)N[C@H](C(=O)NCCC[C@H]1CN2C(=NC[C@H]2C)N1CCC(c1ccccc1)c1ccccc1)C(C)O (stereo not given in full),.,-18%,4%
S=C(c1ccccc1)N1CCN(C(=S)c2ccccc2)CC1,7%,0%,-3%

# Carrying on:
SMILES,FEN1 inhibitor,N370S GC mod,TDP1 block
Cc1cccc(CC2CC(=O)N(CCc3ccc4c(c3)OCO4)C2=O)c1 (stereo not given),1%,4%,2%
NC(=O)CC(NC(=O)Cc1ccc(Br)cc1)c1ccc(NC2CCCCCC2)c([N+](=O)[O-])c1 (stereo not given),0%,-2%,8%
Cc1cccc(N(C(=O)CCC(=O)Nc2ccccn2)C(C(=O)NC(C)C)c2ccc(F)cc2)c1 (stereo not given),0%,-2%,1%
CCOc1ccccc1NC(=O)c1c(Br)cnn1C,-7%,3%,-3%
Cn1cnnc1SCC(=O)Nc1ccccc1C(=O)NC1CC1,-8%,1%,-5%
CCc1ccccc1N1C(=O)N(C)c2ccccc2S1(=O)=O,-6%,.,3%
COc1ccc(N(C(=O)c2snc(C(N)=O)c2N)C(C(=O)NC2CCCCC2)c2ccc(C)o2)c(OC)c1 (stereo not given),3%,0%,18%
O=C(NCCCO)c1cc2c(cn1)[nH]c1ccccc12,-22%,-15%,.
COC(=O)c1ccc(NC(=S)N2CCCC2)cc1,5%,4%,5%
CCOC(=O)Cc1csc(NS(=O)(=O)c2ccc([N+](=O)[O-])cc2)n1,-7%,-12%,7%
CCC1Sc2ccccc2N(CC(=O)NCc2ccc(C)cc2)C1=O (stereo not given),-3%,.,3%
CC1CN/C(=C\C(=O)c2ccccc2)C(=O)N1 (stereo not given),3%,-4%,2%
Cc1ccccc1CC(=O)NCCN1CCOCC1,1%,-12%,1%
COCCN(C(=O)c1cccc(OC)c1)c1nnc(-c2ccncc2)s1,3%,3%,7%
CC(C)(CN1CCCCC1)NS(=O)(=O)c1ccc(Cl)cc1,6%,-14%,5%
O=C(Nc1ccccc1F)c1oc2ccccc2c1NC(=O)c1c(F)cccc1F,-1%,.,1%
CCc1ccccc1NC(=O)Nc1ccc2snnc2c1,-1%,.,-8%
CCOC(=O)C1CCN(CCCSc2ccc(Cl)cc2)CC1,1%,-12%,.
Cc1cccc(CNC(=O)C2CCN(c3nc4ccc(Cl)cc4[nH]3)CC2)c1,-15%,.,3%
O=C(O)c1ccccc1C(=O)N1N=C(c2ccccc2)CC1c1ccccc1O (stereo not given),-18%,7%,8%
Nc1ccc(Oc2ncccn2)cc1,5%,?,.
Cc1occc1C(=O)Nc1nnc(-c2ccncc2)s1,-14%,1%,7%
CCC(C)(C)C1CCc2[nH]nc(C(=O)NCCNC(=O)OC(C)(C)C)c2C1 (stereo not given),-6%,6%,-3%
COc1ccc(/C=N/NC(=O)c2cccnc2)cc1COc1ccc([N+](=O)[O-])cc1,-12%,0%,7%
Cc1ccc2oc(/N=C(\N)NC(=O)C3CC3)nc2c1,15%,-6%,3%
# Following part.
SMILES,FEN1 inhibitor,N370S GC mod,TDP1 block
COc1cc(CCC(=O)OCC(=O)Nc2c(Cl)cccc2Cl)cc(OC)c1OC,1%,-2%,0%
CCc1cccc(CC)c1NC(=O)CSc1nnc(C2CC2)n1N,-7%,2%,-16%
COCCn1cc(C(=O)NCc2ccco2)c2c3ccccc3n(C)c2c1=O,-14%,-3%,-5%
COc1ccc(S(=O)(=O)NCCc2ccccn2)cc1,2%,.,0%
C=CCNc1oc(-c2cccc(Cl)c2)nc1C#N,-11%,.,1%
O=C(CC(=O)NC1CCCCC1)N/N=C/c1ccccc1F,.,2%,6%
CC(Sc1cccc[n+]1[O-])C(=O)Nc1ccc([N+](=O)[O-])cc1Cl (stereo not given),17%,-20%,8%
O=C(Cn1ccc2ccccc2c1=O)N1CCN(Cc2ccc3c(c2)OCO3)CC1,5%,-5%,7%
Cc1ccc(CC(=O)O/N=C(\N)Cc2ccc([N+](=O)[O-])cc2)cc1,9%,4%,5%
Cc1cc(C)cc(C(=O)OCC(=O)NCCNC(=O)COC(=O)c2cc(C)cc(C)c2)c1,-5%,0%,4%
COc1cc(/C=N/NC(=S)NC2CC3C=CC2C3)cc(OC)c1OC (stereo not given),-22%,?,6%
COc1ccc(OC)c(S(=O)(=O)N2CCN(c3ncccn3)CC2)c1,2%,-1%,.
CCOC(=O)N1CCN(C(=O)c2ccc3nc(C)sc3c2)CC1,-10%,0%,4%
CN1CCC(=NNC(=O)C(=O)NC2CCCC2)CC1,-7%,-11%,3%
COC(=O)[C@@]1(Cc2ccc(OC)cc2)[C@H]2c3cc(C(=O)N4CCCC4)n(CCO)c3C[C@H]2CN1C(=O)c1ccccc1,-3%,-7%&-6%,-3%&8%
COc1ccc(CCNC(=O)Cn2cc(C(F)(F)F)cc(Cl)c2=O)cc1OC,-5%,2%,0%
CCc1cc2c(SCC(=O)N(CC)c3c(N)n(Cc4ccccc4)c(=O)[nH]c3=O)ncnc2s1,17%,25%,1%
CN(C)c1cccc(C(=O)OCC(=O)NCC2CCCO2)c1 (stereo not given),-9%,0%,4%
COP(=O)(OC)c1nc(-c2ccccc2)oc1NCc1ccccc1,6%,12%,4%
COc1cccc(C(c2sc3ncnn3c2O)N2CC(C)OC(C)C2)c1 (stereo not given),18%,5%,-8%
O=C(/C=C/c1c(Cl)nc2ccccn12)N1CCN(c2ccccc2F)CC1,-14%,18%,0%
Cc1ccsc1/C=N/Nc1ccc(Cl)nn1,-14%,-14%,2%

# Laid out differently: two of the compounds above.
# Values run as follows: FEN1 inhibitor | N370S GC mod | TDP1 block
> Cc1cc(C)cc(C(=O)OCC(=O)NCCNC(=O)COC(=O)c2cc(C)cc(C)c2)c1
→ -5% | 0% | 4%
> Cc1ccnc2nc(C(=O)OCC(=O)Nc3ccccc3C(C)(C)C)nn12
→ 3% | 8% | -5%
